Assay outcomes from PubChem.
MBNL1-CUG inh: qHTS Assay for Inhibitors of MBNL1-poly(CUG) RNA binding | Muscleblind-like protein 1 (Homo sapiens), Q9NR56 | Potency, µM (series often up to 57.5 µM), without a hit: at the highest dose activity change, negative = inhibition, actives largely listed as inhibitors | AID 2675, 2010 | TR-FRET MBNL1-His/biotin-(CUG)12 binding, 665/545 ratio | 280,000 compounds, 0.036% hits; active = well fitted inhibition curve with a large enough effect in the signal ratio, with a control signal flat, not every such curve was filed as active; inconclusive = small, poorly fitted or top-dose-only effect, or effect the other way, or a change in a side signal; inactive = no such curve, though single readings can be large or run the other way; the % refers to the signal ratio; note: % is set by controls: 0 for no effect and ±100 for the full control effect
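Compounds (final 92 nM to 58 uM) are added to His-tagged MBNL1 and biotin-(CUG)12, then terbium anti-His antibody and streptavidin-XL665 (5 nM final). After 60 min at room temperature, the 665/545 nm ratio is read.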
p53 reactivator: qHTS assay for re-activators of p53 using a Luc reporter | H1299 p53-A138V BP100-luciferase reporter, luminescence, 24 h | Potency, µM (highest dose often 92.2 µM), without a hit: at the top dose activity change, positive = activation, hits mostly activators | 320,000 compounds, 0.063% hits | AID 504706, 2011; note: % of control where 0% means no effect; nearly all actives have a fitted effect of over 45% in size
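p53-null H1299 cells stably carrying temperature-sensitive p53-A138V and a BP100-luciferase reporter were pinned with compounds (4-point, 1:5 series) and held 24 hrs at 37 deg C. Luminescence was read 10 min after detection reagent.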
RORg inh: qHTS for inhibitors of ROR gamma transcriptional activity | 310,000 compounds, 5.4% hits | AID 2551, 2010 | Nuclear receptor ROR-gamma (Mus musculus), P51450 | Drosophila S2 Gal4-RORgamma UAS-luciferase reporter, 20 h | Potency, µM (doses to about 53.6 µM), inactives show top-dose activity change, negative = inhibition, usual class: inhibitors; note: % is set by controls: 0 for no effect and ±100 for the full control effect; nearly all actives have a fitted effect of over 60% in size
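Drosophila S2 cells stably expressing Gal4-DBD/mouse RORγ fusion under metallothionein promoter plus UAS-luciferase; compound 1 h, then 700 uM CuSO4 induction for 20 h at ambient temperature; inhibition read as reduced luminescence.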
BRCA1 expr up: qHTS Assay to Identify Small Molecule Activators of BRCA1 Expression; 380,000 compounds, 1.1% hits; Potency, µM (doses to about 46.1 µM), without a hit: at the highest dose activation, actives largely listed as activators; MCF7-BRCA1-FFLuc reporter, luminescence, 48 h; response scale: scaled: vehicle 0%, 10 µM genistein 100%; note: nearly all actives have a fitted effect of over 80% in size; some results filed as inactive show a strong effect at the top dose
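MCF7-BRCA1-FFLuc, 2000 cells/well; 2 h attach, 37 °C/5% CO2; compound 48 h; luciferase substrate 15 min; luminescence end-point. Norm. to genistein 10 microM max activation and DMSO; concentration-response curves fitted.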
NPC1 promoter act: qHTS Assay for NPC1 Promoter Activators; Huh7 NPC1 promoter luciferase reporter, 24 h; Potency, µM (series often up to 9.22 µM), for inactives: at the top dose activation, most hits filed as activators; 320,000 compounds, 2.4% hits; AID 485313, 2010;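 note: % of control where 0% means no effect; nearly all actives have a fitted effect of over 60% in size; reporter is driven by a mutant NPC1 promoter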
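Luciferase expression driven by the NPC1 promoter was measured in stably transfected Huh7 cells after a 24 h compound incubation, using a luciferase reagent and a luminescence read.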
MLL CXXC-DNA inh: qHTS Fluorescence Polarization Assay for Inhibitors of MLL CXXC domain - DNA interaction. 290,000 compounds, 0.037% hits. Potency, µM (titrated, usually from 115 µM), without a hit: top-dose activity change, negative = inhibition, actives largely listed as inhibitors. MLL-CXXC / FITC-HOXA9 DNA fluorescence polarization. Histone-lysine N-methyltransferase 2A (Homo sapiens), Q03164; active = well fitted inhibition curve with a large enough effect in the polarisation, with a control signal flat, not every such curve was filed as active; inconclusive = small, poorly fitted or top-dose-only effect, or effect the other way, or a change in a side signal; inactive = no such curve, though single readings can be large or run the other way; the % refers to the polarisation
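Fluorescence polarization: 7 uM MLL-CXXC (stock) preincubated 5 min with compounds, then 50 nM fluorescein-HOX-A9 DNA (stock) added; 30 min ambient. Buffer 50 mM Tris-HCl pH 7.5, 50 mM NaCl, 1 mM DTT, 0.05% BSA.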
VP16 counter: VP16 counterscreen qHTS for inhibitors of ROR gamma transcriptional activity; Drosophila S2 Gal4-VP16 UAS-luciferase, luminescence, 20 h; Potency, µM (top dose mostly 53.6 µM), for inactives: at the highest dose activity, negative = inhibition, hits mostly inhibitors; 310,000 compounds, 3.5% hits;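 note: Gal4-VP16 expression switched on by copper sulfate through the metallothionein promoter; % is set by controls: 0 for no effect and ±100 for the full control effect; nearly all actives have a fitted effect of over 50% in size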
FLuc modulator: qHTS profiling assay for firefly luciferase inhibitor/activator using purifed enzyme and Km concentrations of substrates (counterscreen for miR-21 project) | 360,000 compounds, 6.9% hits | Luciferin 4-monooxygenase (Photinus pyralis), P08659 | Potency, µM (titrated, usually from 57.5 µM), without a hit: top-dose activity change, negative = inhibition, hits mostly inhibitors | AID 588342, 2011 | purified FLuc, Km substrates, luminescence inhibition;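 note: plate controls were vehicle for no effect and reference inhibitor for full effect; nearly all actives have a fitted effect of over 55% in size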
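Purified P. pyralis luciferase (10nM final) with 10uM D-luciferin and 10uM ATP (Km levels) in 50mM Tris acetate pH 7.5, 10mM Mg acetate, 0.01% Tween-20, 0.05% BSA; qHTS 6-point titration, ~60 µM downward; luminescence read.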
Rab9 prom act: qHTS Assay for Rab9 Promoter Activators; 320,000 compounds, 2.8% hits; Huh7 Rab9 promoter-luciferase reporter, luminescence, 24 h; Potency, µM (series often up to 9.22 µM), without a hit: at the highest dose activation, negative = inhibition, usual class: activators; note: % of control where 0% means no effect; nearly all actives have a fitted effect of over 60% in size
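Huh7 reporter line, Rab9 promoter upstream of luciferase. Compound exposure 24 h at 37 °C in reduced-serum medium with 10% FBS. Read-out: luminescence.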
uPA generation: qHTS for Inhibitors of Cell Surface uPA Generation; cell surface uPA generation assay, qHTS; Potency, µM (top dose mostly 38.3 µM), for inactives: top-dose activity change, negative = inhibition, most hits filed as inhibitors; 330,000 compounds, 0.31% hits; active = well fitted inhibition curve with a large enough effect; inconclusive = small, poorly fitted or top-dose-only effect; inactive = no such curve, though single readings can be large or run the other way; tested in mouse RAW 264.7 cells; note: % is set by controls: 0 for no effect and ±100 for the full control effect; nearly all actives have a fitted effect of over 55% in size
ELG1 genotox: qHTS screen for small molecules that induce genotoxicity in human embryonic kidney (HEK293T) cells expressing luciferase-tagged ELG1 | Potency, µM (top dose mostly 46 µM), without a hit: top-dose activity change, positive = activation, usual class: activators | AID 504466, 2011 | HEK293T ELG1-luciferase reporter, luminescence, 16 h | 330,000 compounds, 1.3% hits; note: % of control where 0% means no effect; nearly all actives have a fitted effect of over 60% in size
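After overnight (16 hr) compound treatment at 37 °C, ELG1-luciferase HEK293T cells were lysed with ONE-Glo; luminescence quantified 30 min later at room temperature.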
The depositor's hits bear a star; ? = inconclusive; . = not tested or not shown; [ ] = dose if it differs, or a comment. Unless noted, calls come from the whole dose curve; as a rule, active = well fitted curve in the direction sought with a large enough effect; inconclusive = small, poorly fitted or top-dose-only effect, or another doubt; inactive = no such curve, though single readings can be large; an effect the other way counts as inactive or inconclusive. Potency is the fitted concentration of half-maximal effect. Some of the compounds tested; the hit share may differ from the screen's.

SMILES	MBNL1-CUG inh	p53 reactivator	RORg inh	BRCA1 expr up	NPC1 promoter act	MLL CXXC-DNA inh	VP16 counter	FLuc modulator	Rab9 prom act	uPA generation	ELG1 genotox
O=C(O)c1ccc(N2C(=O)C3C4c5ccccc5C(Br)(c5ccccc54)C3C2=O)cc1 (stereo not given)	-8%	-3%	-2%	-43%	2%	3%	-9%	2%	-12%	-6%	2%
CCc1nnc(NC(=O)c2ccc3ccccc3n2)s1	.	29%	3%	52%	?	-8%	-2%	13µM*	2.5µM*	?	-15%
CCn1c(C)nc2cc(C(=O)NNC(=S)NC(=O)c3ccccc3)ccc21	?	-2%	?	13%	-1%	0%	2%	?	-1%	7%	-6%
CCCNC(=O)NC(=O)CSc1nnc(C)n1N	-3%	3%	-7%	-19%	0%	2%	-10%	3%	-2%	2%	1%
CN1C(=O)/C(=C\c2cc(Br)cs2)c2ccccc21	12%	-2%	-12%	?	4%	0%	5%	4.3µM*	30%	4%	?
N=c1c(S(=O)(=O)c2ccc(Cl)cc2)cc2c(=O)n3ccccc3nc2n1CC1CCCO1 (stereo not given)	7%	5%	-1%	-3%	21%	-3%	-1%	2%	13%	-9%	6%
O=C(CN1CCN(C(=O)c2cncn2-c2ccccc2)CC1)Nc1ccccc1Cl	.	1%	.	4%	-4%	.	.	-1%	-2%	-1%	0%
OC(Cc1cccnc1)(Cc1cccnc1)c1cc2ccccc2[nH]1	16%	6%	?	24%	2%	1%	12%	0%	2%	1%	-1%
O=C(NC(=S)Nc1cccc(C(F)(F)F)c1)c1ccc2nonc2c1	.	-1%	3.2µM*	-15%	-2%	-2%	10µM*	-18%	-14%	8%	-8%
Cc1ccnc(SCc2cc(=O)c(OC(=O)c3ccc(S(=O)(=O)N4CCCC4)cc3)co2)n1	3%	3%	1%	-6%	-2%	-4%	-5%	-4%	-7%	1%	1%
Cc1[nH]c2ccccc2c1CCN(Cc1cccs1)C(=S)Nc1ccccc1	5%	1%	5.6µM*	-33%	-5%	12%	-2%	-3%	-1%	10%	-6%
CC12C(=O)N(c3cccc4cccnc34)C(=O)C1C1C=CC2C1 (stereo not given)	2%	-3%	12%	0%	1%	2%	3%	2%	-6%	8%	1%
CCN(CC)S(=O)(=O)c1ccc(N2CCOCC2)c(NS(=O)(=O)c2ccc(C)c(C)c2)c1	-10%	-14%	30%	-16%	-5%	4%	-15%	8%	-8%	1%	0%
CCOc1ccccc1NC(=O)CCn1c(=O)oc2ccccc21	-8%	-3%	13%	1%	0%	0%	4%	0%	5%	-1%	-8%
CC1(C)Cc2cccc(OCC(O)CNCc3ccccn3)c2O1 (stereo not given)	4%	7%	-32%	11%	-1%	-8%	-8%	0%	1%	-1%	-5%
O=C(O)C1C2C=CC(C2)C1C(=O)Nc1ccc(C(=O)N2CCCCC2)c(Cl)c1 (stereo not given)	-6%	?	3%	-5%	0%	-5%	6%	0%	0%	2%	-2%
CCC1(C)Cc2ccccc2C(Nc2c(C)n(C)n(-c3ccccc3)c2=O)=N1 (stereo not given)	-5%	0%	-18%	10%	-1%	4%	2%	0%	-5%	6%	0%
O=C(CSc1nc2[nH]ncc2c(=O)[nH]1)c1ccccc1	0%	1%	2%	-3%	-11%	-12%	-3%	-13%	15%	7%	4%
COC(=O)c1sccc1N/N=C/c1cccc(OC)c1O	.	?	?	-28%	3.5µM*	3%	16µM*	0.95µM*	3.2µM*	-2%	?
O=[N+]([O-])c1cc(/C=N\Nc2nccs2)ccc1O	?	7%	1%	.	5%	-30%	12%	17µM*	1%	.	-5%
COc1cc(=O)[nH]c(SC(C)C(=O)Nc2cccc3ccccc23)n1 (stereo not given)	-12%	-4%	-8%	-20%	1%	16%	-9%	-20%	-5%	0%	1%
O=C(COc1ccccc1)N(Cc1cccs1)C1CCS(=O)(=O)C1 (stereo not given)	0%	1%	13%	-2%	1%	-3%	-1%	0%	1%	-2%	0%
CCc1ccc(OC(C)C(=O)N(Cc2ccccc2)C2CCS(=O)(=O)C2)cc1 (stereo not given)	2%	-3%	-11%	-5%	0%	19%	2%	0%	0%	0%	-4%
COc1ccc(N(CN2C(=O)c3ccccc3C2=O)C(=O)C(C)C)cc1	?	29%	20%	13%	-3%	13%	-9%	6%	6%	0%	-3%

Six structures already listed, ordered by number of heavy atoms, descending.
SMILES	MBNL1-CUG inh	p53 reactivator	RORg inh	BRCA1 expr up	NPC1 promoter act	MLL CXXC-DNA inh	VP16 counter	FLuc modulator	Rab9 prom act	uPA generation	ELG1 genotox
CCN(CC)S(=O)(=O)c1ccc(N2CCOCC2)c(NS(=O)(=O)c2ccc(C)c(C)c2)c1	-10%	-14%	30%	-16%	-5%	4%	-15%	8%	-8%	1%	0%
O=C(O)c1ccc(N2C(=O)C3C4c5ccccc5C(Br)(c5ccccc54)C3C2=O)cc1 (stereo not given)	-8%	-3%	-2%	-43%	2%	3%	-9%	2%	-12%	-6%	2%
O=C(O)C1C2C=CC(C2)C1C(=O)Nc1ccc(C(=O)N2CCCCC2)c(Cl)c1 (stereo not given)	-6%	?	3%	-5%	0%	-5%	6%	0%	0%	2%	-2%
COc1ccc(N(CN2C(=O)c3ccccc3C2=O)C(=O)C(C)C)cc1	?	29%	20%	13%	-3%	13%	-9%	6%	6%	0%	-3%
O=C(COc1ccccc1)N(Cc1cccs1)C1CCS(=O)(=O)C1 (stereo not given)	0%	1%	13%	-2%	1%	-3%	-1%	0%	1%	-2%	0%
CC12C(=O)N(c3cccc4cccnc34)C(=O)C1C1C=CC2C1 (stereo not given)	2%	-3%	12%	0%	1%	2%	3%	2%	-6%	8%	1%

(continued)
SMILES	MBNL1-CUG inh	p53 reactivator	RORg inh	BRCA1 expr up	NPC1 promoter act	MLL CXXC-DNA inh	VP16 counter	FLuc modulator	Rab9 prom act	uPA generation	ELG1 genotox
Cc1ccc(OCCNC(=O)Cn2cnc3c(=O)n(C)c(=O)n(C)c32)cc1C	-3%	-9%	16%	0%	-3%	5%	-4%	-2%	-3%	-2%	2%
O=C(c1ccccc1Br)N1N=C(c2ccccc2)CC1c1ccccc1F (stereo not given)	0%	-3%	37%	-20%	-3%	9%	-8%	-3%	0%	-28%	-1%
O=C(NCc1ccc2c(c1)OCO2)Nc1ccc([N+](=O)[O-])cc1	6%	-5%	42%	4%	-7%	-2%	-3%	3%	-7%	4%	-10%
CCC(=O)OCC(=O)Nc1ccc([N+](=O)[O-])cc1OC	?	-2%	1%	7%	-3%	41%[activator]	6%	-3%	1%	0%	1%
C/C(CC(=O)Nc1ccc2c(c1)OCCO2)=N\NC(=O)c1ccccc1F	-6%	?	-43%	-11%	1%	-4%	22%	2%	0%	-17%	3%
CC1CCCC(C)N1CCNC(=O)Nc1ccc(Cl)cc1 (stereo not given)	2%	-2%	0%	10%	0%	-7%	13%	-1%	5%	.	1%
CC(C)(C)c1ccc(C(=O)NCC(=O)N/N=C/c2ccccc2OCC(=O)O)cc1	9%	10%	4%	54%	0%	-15%	-1%	17µM*	0%	0%	5%
CC(=O)N(Cc1ccccc1)c1ccccc1C(=O)O	-1%	0%	1%	3%	-2%	?	3%	0%	1%	3%	2%
O=C(COC(=O)C1CCN(S(=O)(=O)c2cccs2)CC1)c1ccccc1	4%	5%	13%	37%	1%	5%	22%	-15%	10%	1%	2%
CN(Cc1ccccc1)C(=O)COC(=O)COc1ccc(C#N)cc1	-6%	1%	-16%	0%	-4%	-10%	-6%	1%	-2%	-19%	-6%
O=C(NNC(=O)c1cccs1)c1cccc(F)c1	1%	10%	12%	74%	-1%	-1%	5%	-7%	13%	3%	7%
